Screening results as filed in PubChem.
PV pol inh: inhibitors of poliovirus RNA polymerase binding and polymerization; % elongation, % (compound at 16.7 µg/mL); 150,000 tested, 0.66% active; poliovirus polymerase elongation, fluorescence polarization; active compounds read low; P03300; in the data active = % elongation below about 90%; also: some results filed as inactive read as strong as hits
Target sequence (P03300 1749-2209 limits assumed): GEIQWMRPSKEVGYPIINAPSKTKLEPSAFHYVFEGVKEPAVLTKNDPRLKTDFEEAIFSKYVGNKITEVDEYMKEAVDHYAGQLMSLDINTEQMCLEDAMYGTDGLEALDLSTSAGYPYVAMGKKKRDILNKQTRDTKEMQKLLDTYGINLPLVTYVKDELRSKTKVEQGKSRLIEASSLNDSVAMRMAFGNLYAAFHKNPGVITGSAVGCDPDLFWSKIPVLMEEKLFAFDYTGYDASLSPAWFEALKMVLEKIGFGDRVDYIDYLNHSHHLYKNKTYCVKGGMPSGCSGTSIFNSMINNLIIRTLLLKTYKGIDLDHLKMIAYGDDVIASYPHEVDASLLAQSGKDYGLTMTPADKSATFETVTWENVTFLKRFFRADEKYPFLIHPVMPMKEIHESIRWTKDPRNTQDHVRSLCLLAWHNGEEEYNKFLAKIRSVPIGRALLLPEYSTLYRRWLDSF
PV pol inh FP z-score: recorded beside PV pol inh, whose call it bears; z-score; measured here: FP z-score; hits read low
Active calls of the source: *. Some of the compounds tested; count on the stated rates, not on these rows.

What do the screens show for `CCCCC(C(=O)O)N1C(=O)/C(=C/c2cccnc2)SC1=S` (configuration not stated)?
PV pol inh: 98; PV pol inh FP z-score: -0.8

What do the screens show for `O=C(Nc1ccc(N2CCC(N3CCCCC3)CC2)c(C(=O)O)c1)c1ccc(Br)cc1`?
PV pol inh: 109; PV pol inh FP z-score: 0.5

Results for O=C(CNc1ccc2ccccc2c1)N1CCN(c2ccccc2)CC1 ?
PV pol inh: 100; PV pol inh FP z-score: -0.4

How did COc1ccccc1N1CCN(S(=O)(=O)CCNC(=O)COc2ccc(C(C)C)cc2)CC1 do in these assays?
PV pol inh: 108; PV pol inh FP z-score: 0.2

How did O=C(NCC1CCCO1)c1cc(-c2ccc(Cl)s2)nc2ccccc12 (configuration not stated) do in these assays?
PV pol inh: 100; PV pol inh FP z-score: 0.1

How did Fc1c(F)c(F)c(NC2=NCCCCC2)c(F)c1F do in these assays?
PV pol inh: 100; PV pol inh FP z-score: -0.9

Results for CNC(=O)CSc1nnc(-c2ccccc2OC)n1CCc1ccccc1 ?
PV pol inh: 106; PV pol inh FP z-score: 0.3

Results for COCCOC(=O)c1ccc2nc(N)sc2c1 ?
PV pol inh: 101; PV pol inh FP z-score: -0.3

What do the screens show for `Cc1c(C(=O)Nc2ccc(C(C)C)cc2)sc2nc[nH]c(=O)c12`?
PV pol inh: 105; PV pol inh FP z-score: -0.5

What do the screens show for `CCCN(CCC)C(=O)Cn1c(=O)n(-c2ccc(Cl)cc2)c(=O)c2c3c(sc21)CCCCC3`?
PV pol inh: 108; PV pol inh FP z-score: 0.7

Results for O=C(CCS(=O)(=O)c1cc(Br)cc2c1N(C(=O)C1CC1)CC2)N1CCN(c2cccc(C(F)(F)F)c2)CC1 ?
PV pol inh: 100; PV pol inh FP z-score: -1.3

What do the screens show for `Cc1ccc2oc(-c3ccc(C)c(NC(=O)c4ccc(N5CCC(C)CC5)c([N+](=O)[O-])c4)c3)nc2c1`?
PV pol inh: 101; PV pol inh FP z-score: -0.6

How did Cc1c2n(c3ccccc13)CC/C2=N\O do in these assays?
PV pol inh: 103; PV pol inh FP z-score: 0.5

What do the screens show for `CCS(=O)(=O)c1ccc(O)c(Nc2cc(C)nc(SC)n2)c1`?
PV pol inh: 101; PV pol inh FP z-score: -1.3

Results for S=c1[nH]c2ccccc2n1C1CCCCC1 ?
PV pol inh: 100; PV pol inh FP z-score: -0.4

How did CCCC(=O)c1c(NC(C)C)cc(C)oc1=O do in these assays?
PV pol inh: 98; PV pol inh FP z-score: -0.2

How did COc1cc2nc(COC(=O)c3ccco3)n(CC#N)c(=O)c2cc1OC do in these assays?
PV pol inh: 101; PV pol inh FP z-score: 0

Results for CCOC(=O)Cc1cc(=O)n(-c2nc3ccccc3s2)[nH]1 ?
PV pol inh: 106; PV pol inh FP z-score: 1

Results for CCC(=O)N1CCN(c2nc3c(C)c(Cl)ccc3s2)CC1 ?
PV pol inh: 103; PV pol inh FP z-score: 0.3

Results for COC(=O)C1=C(C)N=C2SCCC(=O)N2C1c1ccc(OCc2ccccc2)c(OC)c1 (configuration not stated) ?
PV pol inh: 110; PV pol inh FP z-score: 1.3

What do the screens show for `COc1ccc(OCC(=O)N2CCc3ccccc32)cc1`?
PV pol inh: 100; PV pol inh FP z-score: -0.4

What do the screens show for `Cc1ccc(N2CCN(C(=O)Nc3cn(CC(C)C)c(=O)c4ccccc34)CC2)c(C)c1`?
PV pol inh: 68*; PV pol inh FP z-score: -2.9*

What do the screens show for `Cc1ccc(NC(=O)Cn2nnc(-c3nc(-c4ccc(Cl)cc4)no3)c2N)cc1C`?
PV pol inh: 112; PV pol inh FP z-score: 1.1

How did COc1ccc(CNC(=O)c2ccc(NC(=O)N3CCSc4ccccc43)cc2)cc1 do in these assays?
PV pol inh: 111; PV pol inh FP z-score: 1.3

Results for CCOc1ccccc1C(=O)NCc1cn2ccsc2n1 ?
PV pol inh: 100; PV pol inh FP z-score: -0.3

What do the screens show for `O=C1c2ccccc2C(F)(F)c2c(F)cccc21`?
PV pol inh: 104; PV pol inh FP z-score: 0.8

How did Cc1cn2c(-c3ccccc3F)nc(=S)nc2s1 do in these assays?
PV pol inh: 94; PV pol inh FP z-score: -1.1

What do the screens show for `CC(=O)c1c(C)oc2c1cc(NS(=O)(=O)c1ccc(Cl)c(C)c1)c1ccccc12`?
PV pol inh: 107; PV pol inh FP z-score: -0.7

What do the screens show for `CCN(CC)C(=O)CSc1nc(-c2ccc(C)cc2)nc2c1Cc1c(CO)cnc(C)c1O2`?
PV pol inh: 104; PV pol inh FP z-score: -0.6

What do the screens show for `Brc1ccc2ncnc(NCC3CCCO3)c2c1` (configuration not stated)?
PV pol inh: 103; PV pol inh FP z-score: -0.1

Results for CCOC(=O)CNC(c1ccccc1)c1cc(Br)ccc1NC(=O)c1ccc(Cl)cc1 (configuration not stated) ?
PV pol inh: 100; PV pol inh FP z-score: -0.4

How did CN1C(=O)/C(=C/c2ccc(Cl)cc2)N(C)C1=S do in these assays?
PV pol inh: 101; PV pol inh FP z-score: 0

What do the screens show for `O=C(NCCOc1ccccc1)c1ccccc1`?
PV pol inh: 99; PV pol inh FP z-score: -0.1

How did Cc1cc2cc(CNC(=O)/C=C\c3ccc4c(c3)OCO4)ccc2n1C do in these assays?
PV pol inh: 103; PV pol inh FP z-score: 0.6

How did CC(Sc1cccc[n+]1[O-])C(=O)NCC1CCCCC1 (configuration not stated) do in these assays?
PV pol inh: 100; PV pol inh FP z-score: -0.3

Results for CN(C)c1ccc(/C=C2\C(=O)N(c3ccccc3)N=C2C(=O)O)cc1 ?
PV pol inh: 99; PV pol inh FP z-score: -0.2

How did CCOC(=O)C1=C(C)NN=C(C)C1 do in these assays?
PV pol inh: 99; PV pol inh FP z-score: -1.6

What do the screens show for `Cc1ccc(Cn2c(C(=O)O)c(CNC3CCCCCC3)c3ccc(C)cc32)cc1`?
PV pol inh: 104; PV pol inh FP z-score: -0.6

Results for O=C(c1ccc(S(=O)(=O)N2CCCCC2)cc1)N(c1ccccn1)C1CCCCC1 ?
PV pol inh: 104; PV pol inh FP z-score: 0.2

How did NC(=O)CC1Sc2ccccc2NC1=O (configuration not stated) do in these assays?
PV pol inh: 101; PV pol inh FP z-score: -0.2

Results for CCOC(=O)C1=C(C)NC(=O)CC1c1ccncc1 (configuration not stated) ?
PV pol inh: 102; PV pol inh FP z-score: 0.1

How did C=CCNc1nc(N)c(C(=O)c2ccc(Cl)s2)s1 do in these assays?
PV pol inh: 101; PV pol inh FP z-score: -0.1

How did COC(=O)c1ccccc1NC(=O)Cn1c(=O)cc(-c2ccccc2)c2c(C)nn(C)c21 do in these assays?
PV pol inh: 105; PV pol inh FP z-score: -0.2

How did CC1CC(=O)N(CC(=O)Nc2ccc3c(c2)OCCO3)c2ccccc2S1 (configuration not stated) do in these assays?
PV pol inh: 100; PV pol inh FP z-score: -0.4

What do the screens show for `CCOC(=O)c1cc2c(=O)n3ccccc3nc2n(CCOC)c1=NC(=O)c1ccccc1`?
PV pol inh: 100; PV pol inh FP z-score: 0

Of the compounds above, three contain an NH in an aromatic ring:
What do the screens show for `Cc1c(C(=O)Nc2ccc(C(C)C)cc2)sc2nc[nH]c(=O)c12`?
PV pol inh: 105; PV pol inh FP z-score: -0.5

Results for S=c1[nH]c2ccccc2n1C1CCCCC1 ?
PV pol inh: 100; PV pol inh FP z-score: -0.4

Results for CCOC(=O)Cc1cc(=O)n(-c2nc3ccccc3s2)[nH]1 ?
PV pol inh: 106; PV pol inh FP z-score: 1

16 entries already listed, sorted by length of the SMILES, highest first.
How did COC(=O)c1ccccc1NC(=O)Cn1c(=O)cc(-c2ccccc2)c2c(C)nn(C)c21 do in these assays?
PV pol inh: 105; PV pol inh FP z-score: -0.2

What do the screens show for `CC(=O)c1c(C)oc2c1cc(NS(=O)(=O)c1ccc(Cl)c(C)c1)c1ccccc12`?
PV pol inh: 107; PV pol inh FP z-score: -0.7

What do the screens show for `CCOC(=O)c1cc2c(=O)n3ccccc3nc2n(CCOC)c1=NC(=O)c1ccccc1`?
PV pol inh: 100; PV pol inh FP z-score: 0

Results for O=C(c1ccc(S(=O)(=O)N2CCCCC2)cc1)N(c1ccccn1)C1CCCCC1 ?
PV pol inh: 104; PV pol inh FP z-score: 0.2

What do the screens show for `Cc1ccc(Cn2c(C(=O)O)c(CNC3CCCCCC3)c3ccc(C)cc32)cc1`?
PV pol inh: 104; PV pol inh FP z-score: -0.6

Results for CN(C)c1ccc(/C=C2\C(=O)N(c3ccccc3)N=C2C(=O)O)cc1 ?
PV pol inh: 99; PV pol inh FP z-score: -0.2

How did CC1CC(=O)N(CC(=O)Nc2ccc3c(c2)OCCO3)c2ccccc2S1 (configuration not stated) do in these assays?
PV pol inh: 100; PV pol inh FP z-score: -0.4

How did Cc1cc2cc(CNC(=O)/C=C\c3ccc4c(c3)OCO4)ccc2n1C do in these assays?
PV pol inh: 103; PV pol inh FP z-score: 0.6

How did CN1C(=O)/C(=C/c2ccc(Cl)cc2)N(C)C1=S do in these assays?
PV pol inh: 101; PV pol inh FP z-score: 0

How did C=CCNc1nc(N)c(C(=O)c2ccc(Cl)s2)s1 do in these assays?
PV pol inh: 101; PV pol inh FP z-score: -0.1

Results for CCOC(=O)C1=C(C)NC(=O)CC1c1ccncc1 (configuration not stated) ?
PV pol inh: 102; PV pol inh FP z-score: 0.1

How did Cc1cn2c(-c3ccccc3F)nc(=S)nc2s1 do in these assays?
PV pol inh: 94; PV pol inh FP z-score: -1.1

What do the screens show for `Brc1ccc2ncnc(NCC3CCCO3)c2c1` (configuration not stated)?
PV pol inh: 103; PV pol inh FP z-score: -0.1

What do the screens show for `O=C(NCCOc1ccccc1)c1ccccc1`?
PV pol inh: 99; PV pol inh FP z-score: -0.1

How did CCOC(=O)C1=C(C)NN=C(C)C1 do in these assays?
PV pol inh: 99; PV pol inh FP z-score: -1.6

How did NC(=O)CC1Sc2ccccc2NC1=O (configuration not stated) do in these assays?
PV pol inh: 101; PV pol inh FP z-score: -0.2

Later entries:
Results for COc1cccc(-n2cc(C(=O)N3CCCCCC3)c3ccccc3c2=O)c1 ?
PV pol inh: 103; PV pol inh FP z-score: 0.2

What do the screens show for `Clc1ccc(Cn2c(CNc3ccccc3)nc3ccccc32)cc1`?
PV pol inh: 102; PV pol inh FP z-score: 0.3

Results for Cn1c(=O)c2c(-c3ccccc3Br)n(CCc3ccccc3)cc2n(C)c1=O ?
PV pol inh: 102; PV pol inh FP z-score: -1.1

Results for O=C(Cc1ccccc1)OCc1nnc(-c2ccccc2)o1 ?
PV pol inh: 101; PV pol inh FP z-score: -0.6

How did O=C(CSc1ccccc1)N1CCN(c2ccccc2)CC1 do in these assays?
PV pol inh: 102; PV pol inh FP z-score: 0.5

How did CN(C)c1ccc(/C=C(\C#N)C(=O)OC(C)(C)C)cc1 do in these assays?
PV pol inh: 117; PV pol inh FP z-score: 2.4

Results for CCOc1ccc(OCC)c(NS(=O)(=O)c2ccc3[nH]c(=O)c(=O)[nH]c3c2)c1 ?
PV pol inh: 103; PV pol inh FP z-score: 0.3

What do the screens show for `COc1ccc(CNC(=O)Cc2c(C)c3cc4c(C)coc4cc3oc2=O)cc1`?
PV pol inh: 108; PV pol inh FP z-score: 0

What do the screens show for `CN1Cc2cc(C(=O)c3ccccc3O)cnc2NC1=O`?
PV pol inh: 109; PV pol inh FP z-score: -0.1

How did O=C(c1ccccc1)N1CCCCC1CCN1CCCCC1 (configuration not stated) do in these assays?
PV pol inh: 106; PV pol inh FP z-score: -0.2

Results for OC1C2CCC1C(N1CCCC1)CC2 (configuration not stated) ?
PV pol inh: 101; PV pol inh FP z-score: -0.1

What do the screens show for `Clc1cccc(-c2nc(N3CCCC3)nc3c2COc2ccccc2-3)c1`?
PV pol inh: 102; PV pol inh FP z-score: -0.2

Results for N#Cc1ccccc1OCc1ccccc1 ?
PV pol inh: 103; PV pol inh FP z-score: 1.5

What do the screens show for `CC(N)CCc1ccc(Cl)cc1` (configuration not stated)?
PV pol inh: 100; PV pol inh FP z-score: -0.5

What do the screens show for `O=C(NCc1ccc(Cl)cc1)c1cnc2sc(N3CCOCC3)nn2c1=O`?
PV pol inh: 100; PV pol inh FP z-score: -1.5

How did CCn1c(COC(=O)C2CSC3(C)CCC(=O)N23)nc2cc(S(=O)(=O)N(C)C)ccc21 (configuration not stated) do in these assays?
PV pol inh: 107; PV pol inh FP z-score: 0.7

Results for O=c1c2sc3ccccc3c2[nH]c(=S)n1CCCN1CCN(c2ccccc2F)CC1 ?
PV pol inh: 102; PV pol inh FP z-score: 0.1

How did O=C(Nc1nnc(C2CC(=O)N(c3ccc(Cl)cc3)C2)s1)c1ccco1 (configuration not stated) do in these assays?
PV pol inh: 105; PV pol inh FP z-score: -0.5

How did CCc1c(C)nc2c(C)cccc2c1SCCC#N do in these assays?
PV pol inh: 100; PV pol inh FP z-score: -0.4

Results for CNc1nc(-c2ccc(F)c(F)c2)c(C)s1 ?
PV pol inh: 107; PV pol inh FP z-score: 0.7

Results for Cc1cccc(Nc2nnc(-n3nc(C)cc3C)c3ccccc23)c1 ?
PV pol inh: 109; PV pol inh FP z-score: 1.2

What do the screens show for `CCN(CC)Cc1nc2ccccc2[nH]1`?
PV pol inh: 102; PV pol inh FP z-score: 0

What do the screens show for `O=C(COC(=O)CC1CC2CCC1C2)Nc1ccc(F)cc1Cl` (configuration not stated)?
PV pol inh: 105; PV pol inh FP z-score: 1.1

Results for Cc1ccc(S(=O)(=O)c2cnc(SCC(=O)Nc3ccc4c(c3)OCCO4)[nH]c2=O)cc1Cl ?
PV pol inh: 103; PV pol inh FP z-score: -1

What do the screens show for `COc1ccc(NC(=O)CC(C)S(=O)(=O)c2ccc3c(c2)CC(C)N3C(C)=O)cc1` (configuration not stated)?
PV pol inh: 100; PV pol inh FP z-score: -0.4

What do the screens show for `Cc1cccc(Cn2cccc(C(=O)Nc3nc4ccccc4s3)c2=O)c1`?
PV pol inh: 102; PV pol inh FP z-score: -0.6

How did CNc1nnc(Sc2nnc(NC)s2)s1 do in these assays?
PV pol inh: 91; PV pol inh FP z-score: -1.5

What do the screens show for `Cc1cccc(-c2noc(CNC(=O)c3ccco3)n2)c1`?
PV pol inh: 106; PV pol inh FP z-score: -0.3
